TcdB GH inh: inhibitors of Clostridioides difficile toxin B glycohydrolase; P18177; TcdB glycohydrolase enzymatic assay, plate reader; inhibition, % at 9.99 µM; hit rate 0.24% among 350,000; in the data active means inhibition above about 10%
* = called active by the depositor; & = joins results of further samples. Only part of the results is shown. The share of hits here may be higher or lower than overall.

SMILES	TcdB GH inh
N#C[C@H]1[C@@H](c2ccc(C3=CCCC3)cc2)[C@@H](CO)N1C(=O)c1cccc(F)c1	-0.5
C[C@@H]1CN([C@@H](C)CO)C(=O)c2cccc(NS(=O)(=O)c3ccc(Cl)cc3)c2O[C@H]1CN(C)C(=O)Nc1ccccc1	-2.6
CC(C)CC#Cc1cnc2c(c1)C(=O)N([C@H](C)CO)C[C@H](C)[C@@H](CN(C)S(=O)(=O)c1cn(C)cn1)O2	-0.6
CC=Cc1ccc2n(c1=O)C[C@@H]1[C@@H](CO)[C@H](C(=O)NCC3CCCCC3)[C@H]2N1C(=O)CC (mixture of isomers)	0.4
C[C@@H]1CN([C@H](C)CO)C(=O)c2cc(NC(=O)Nc3ccccc3)ccc2O[C@@H]1CN(C)C(=O)Nc1cccc2ccccc12	1.4
COCC(=O)N1CCCCN2[C@H](CO)[C@H](c3ccc(C#Cc4ccc(OC)cc4)cc3)[C@H]2C1	-0.1
COc1ccc(NC(=O)Nc2ccc3c(c2)C(=O)N([C@@H](C)CO)C[C@@H](C)[C@H](CN(C)Cc2ccc(Cl)c(Cl)c2)OCCCC[C@H](C)O3)cc1	0.0
O=S(=O)(c1ccc(F)cc1)N1CCCCN2[C@@H](CO)[C@H](c3ccc(C#CC4CCCC4)cc3)[C@@H]2C1	0.0
CCCCNC(=O)C[C@H]1C[C@@]2(C(=O)OC)C(=C[C@H](COCc3ccccc3)O[C@@H]2C)N(Cc2ccc3c(c2)OCO3)C1=O	0.9
Cc1noc(C)c1S(=O)(=O)N(C)C[C@H]1Oc2ccc(N(C)C)cc2CC(=O)N([C@H](C)CO)C[C@@H]1C	-2.0
C/C=C/c1ccc([C@@H]2[C@H](C#N)N(C(=O)Cc3ccccn3)[C@H]2CO)cc1	0.1
C[C@H](NC(=O)C[C@H]1C[C@@H]2c3cc(NC(=O)Nc4ccc(C(F)(F)F)cc4)ccc3O[C@@H]2[C@H](CO)O1)c1ccccc1	-0.8
O=C(N[C@@H]1CC[C@@H](CC(=O)N2CCOCC2)O[C@@H]1CO)c1cccc(F)c1	0.3
O=C(C1CCC1)N1CC2(C1)[C@@H](c1ccccc1)[C@@H](CO)N2Cc1ccccc1F	1.7
C[C@@H]1CN([C@@H](C)CO)S(=O)(=O)c2ccc(C#CCN(C)C)cc2O[C@H]1CN(C)Cc1cccnc1	-0.9
O=C(C[C@@H]1C[C@H]2c3cc(NC(=O)NC4CCCC4)ccc3O[C@H]2[C@H](CO)O1)NCc1cccnc1	-0.2
CO[C@H]1CC[C@H]2CCN(C)C(=O)[C@@H](C)[C@H](OC)CN(C)C(=O)c3cc(C#N)ccc3OC[C@@H]1O2	-1.7
C[C@@H]1CN([C@@H](C)CO)C(=O)c2cccc(NS(=O)(=O)c3ccccc3)c2O[C@H]1CN(C)CC1CCCCC1	0.9
C[C@H](CO)N1C[C@H](C)[C@@H](CN(C)Cc2ccc(C(F)(F)F)cc2)Oc2ccc(NC(=O)Nc3ccc(F)cc3)cc2CC1=O	-0.6
COC(=O)[C@H]1[C@H](CO)[C@H]2Cn3c(ccc(-c4ccccc4F)c3=O)[C@H]2N1Cc1cccnc1	1.7
C[C@@H]1CN([C@@H](C)CO)C(=O)c2cccc(NS(=O)(=O)c3ccc(F)cc3)c2O[C@H]1CN(C)S(=O)(=O)c1cccs1	-1.8
COc1cccc(-c2ccc3c(c2)O[C@@H](CN(C)C(=O)C2CCCCC2)[C@H](C)CN([C@@H](C)CO)S3(=O)=O)c1	0.1
CNC[C@@H]1Oc2ccc(NC(=O)Nc3ccc4c(c3)OCO4)cc2C(=O)N([C@@H](C)CO)C[C@@H]1C	0.0
C[C@@H]1CN([C@@H](C)CO)C(=O)c2cc(NS(=O)(=O)c3ccc(Cl)cc3)ccc2O[C@H]1CN(C)C(=O)Nc1ccc2c(c1)OCO2	0.0
CN1CC[C@@H]2CN[C@H](c3ccccc3Br)C[C@@H]21	1.2
O=C(Nc1cccc(F)c1)N1CC(=O)N2[C@@H](CO)[C@@H](c3ccc(Br)cc3)[C@@H]2C1	-0.8
Cc1noc(C)c1S(=O)(=O)Nc1ccc2c(c1)C(=O)N([C@H](C)CO)C[C@@H](C)[C@@H](CN(C)Cc1ccc(C(=O)O)cc1)OCCCC[C@H](C)O2	0.0
CCC(=O)N1C[C@H](C)[C@@H](OC)CN(C)C(=O)c2cc(NS(=O)(=O)CC)ccc2OC[C@H]1C	0.0
O=C(Cc1c[nH]c2ccccc12)Nc1ccc(Nc2cccnc2)c(-c2ccc(OC(F)(F)F)cc2)c1	-0.8
CC(=O)N1CC(=O)N2[C@H](C1)[C@H](c1ccc(-c3ccc(C)cc3)cc1)[C@@H]2CO	-1.4

Some of these compounds in order of length of the SMILES, high to low.
SMILES	TcdB GH inh
Cc1noc(C)c1S(=O)(=O)Nc1ccc2c(c1)C(=O)N([C@H](C)CO)C[C@@H](C)[C@@H](CN(C)Cc1ccc(C(=O)O)cc1)OCCCC[C@H](C)O2	0.0
C[C@@H]1CN([C@@H](C)CO)C(=O)c2cc(NS(=O)(=O)c3ccc(Cl)cc3)ccc2O[C@H]1CN(C)C(=O)Nc1ccc2c(c1)OCO2	0.0
C[C@@H]1CN([C@@H](C)CO)C(=O)c2cccc(NS(=O)(=O)c3ccc(F)cc3)c2O[C@H]1CN(C)S(=O)(=O)c1cccs1	-1.8
COc1cccc(-c2ccc3c(c2)O[C@@H](CN(C)C(=O)C2CCCCC2)[C@H](C)CN([C@@H](C)CO)S3(=O)=O)c1	0.1
CNC[C@@H]1Oc2ccc(NC(=O)Nc3ccc4c(c3)OCO4)cc2C(=O)N([C@@H](C)CO)C[C@@H]1C	0.0
CCC(=O)N1C[C@H](C)[C@@H](OC)CN(C)C(=O)c2cc(NS(=O)(=O)CC)ccc2OC[C@H]1C	0.0
CN1CC[C@@H]2CN[C@H](c3ccccc3Br)C[C@@H]21	1.2

The listing continues.
SMILES	TcdB GH inh
C[C@@H]1CCCCO[C@@H](CN(C)Cc2ccc(Cl)c(Cl)c2)[C@H](C)CN([C@@H](C)CO)C(=O)c2cc(NC(=O)Nc3ccccc3)ccc2O1	0.0
O=C(C[C@H]1CC[C@H]2[C@@H](COC[C@@H](O)CN2C(=O)c2ccccc2)O1)NCc1ccc(-c2ccccc2)cc1	0.2
Cc1ccc(S(=O)(=O)Nc2cccc3c2O[C@H](CN(C)S(=O)(=O)c2cn(C)cn2)[C@@H](C)CN([C@@H](C)CO)C3=O)cc1	-0.4
C[C@@H]1CN([C@@H](C)CO)C(=O)c2cc(-c3cccc(C#N)c3)cnc2O[C@@H]1CN(C)C(=O)C1CCCCC1	-0.9
O=C(C[C@@H]1C[C@@H]2c3cc(NC(=O)CC4CC4)ccc3O[C@@H]2[C@H](CO)O1)NCC(F)(F)F	0.6
C[C@@H]1CN([C@H](C)CO)C(=O)c2cccc(NC(=O)C3CC3)c2O[C@H]1CN(C)Cc1ccc(C(F)(F)F)cc1	0.9
Cc1nc(N2[C@H](C#N)[C@H](c3ccccc3)[C@H]2CO)sc1C	0.1
C[C@@H]1CN([C@@H](C)CO)C(=O)c2cccc(NC(=O)Nc3cccc4ccccc34)c2O[C@@H]1CN(C)CC1CC1	0.6
CC(C)NC(=O)N(C)C[C@H]1Oc2ccc(NC(=O)Cc3cn(C)c4ccccc34)cc2C(=O)N([C@@H](C)CO)C[C@H]1C	-6.1
C[C@@H]1CCCCO[C@H](CN(C)S(=O)(=O)c2ccc(F)cc2)[C@@H](C)CN([C@@H](C)CO)C(=O)c2cc(NC(=O)CCC(F)(F)F)ccc2O1	-1.1
C[C@H](CO)N1C[C@H](C)[C@@H](CN(C)C(=O)CC2CC2)Oc2ncc(-c3ccc(C#N)cc3)cc2C1=O	-0.2
O=C(N[C@H]1CC[C@H](CCNS(=O)(=O)c2ccc(F)cc2)O[C@@H]1CO)C1CCOCC1	-1.6
C[C@@H]1CN([C@H](C)CO)C(=O)c2cc(-c3cccc(F)c3)cnc2O[C@@H]1CN(C)C(=O)c1ccccn1	0.5
C[C@H]1CN([C@@H](C)CO)C(=O)c2cc(C#CCC3CCCC3)cnc2O[C@@H]1CN(C)CC1CCOCC1	-4.9
C[C@H](O)C#Cc1ccc2c(c1)O[C@H](CN(C)C)[C@H](C)CN([C@H](C)CO)S2(=O)=O	0.6
CN1[C@H](C(=O)NCc2ccccn2)[C@@H](CO)[C@@H]2Cn3c(ccc(-c4ccc(F)cc4)c3=O)[C@@H]21	0.1
C/C=C/c1ccc([C@@H]2[C@H](CO)N(C(C)=O)C23CN(C(=O)c2ccccc2)C3)cc1	0.4
COCC#Cc1ccc2c(c1)O[C@@H](CN(C)C(C)=O)[C@H](C)CN([C@@H](C)CO)S2(=O)=O	0.9
Cc1ccc(S(=O)(=O)N(C)C[C@@H]2Oc3ccc(NS(=O)(=O)c4ccccc4)cc3CC(=O)N([C@@H](C)CO)C[C@@H]2C)cc1	-2.6
C[C@@H]1CN([C@@H](C)CO)C(=O)Cc2cc(NC(=O)Cc3ccccc3)ccc2O[C@H]1CN(C)Cc1ccc(Oc2ccccc2)cc1	-0.1
Cc1ccc(S(=O)(=O)Nc2ccc3c(c2)C(=O)N([C@@H](C)CO)C[C@@H](C)[C@@H](CN(C)S(=O)(=O)c2ccc(C)cc2)OCCCC[C@H](C)O3)cc1	0.9
COc1ccccc1CNC(=O)C[C@H]1C[C@H]2c3cc(NC(=O)C4CCOCC4)ccc3O[C@H]2[C@H](CO)O1	-1.6
CC(=O)N1[C@@H]2c3ccc(-c4ccccc4)c(=O)n3C[C@H]1[C@H](CO)[C@H]2C(=O)N1CCCCC1	0.6
N#C[C@H]1[C@H](c2ccccc2C2=CCCCC2)[C@H](CO)N1C(=O)NC1CCCCC1	0.3
C[C@H]1CN([C@@H](C)CO)C(=O)c2cc(C#CCc3ccccc3)cnc2O[C@H]1CN(C)Cc1ccc(C(=O)O)cc1	-0.8
C[C@@H]1CN([C@@H](C)CO)C(=O)Cc2cc(NC(=O)NC3CCCCC3)ccc2O[C@@H]1CN(C)Cc1ccc2c(c1)OCO2	0.6
CCCNC(=O)C[C@H]1C[C@@H]2c3cc(NC(=O)Nc4ccc(OC)cc4)ccc3O[C@@H]2[C@@H](CO)O1	-1.1
C[C@@H]1CCCCO[C@@H](CN(C)CC2CC2)[C@@H](C)CN([C@H](C)CO)C(=O)c2cc(NC(=O)NC3CCCCC3)ccc2O1	0.0
CN1c2ccc(-c3ccc(C#N)cc3)cc2[C@H]2[C@H](CCN2C(=O)NC2CCCC2)[C@@H]1CO	-1.6
O=C(c1ccccn1)N1CC2(C1)[C@H](c1ccccc1)[C@H](CO)N2C(=O)C1CCCC1	0.2
C[C@H]1CN([C@@H](C)CO)S(=O)(=O)c2ccc(-c3cncnc3)cc2O[C@H]1CN(C)Cc1cccnc1	0.2
CS(=O)(=O)N1Cc2cc(C(=O)O)nc(-c3cccc(-c4ccccc4F)c3)c2[C@@H]1CCO	0.8
C[C@@H]1CN([C@@H](C)CO)C(=O)c2cc(NC(=O)CCCN(C)C)ccc2O[C@@H]1CN(C)S(=O)(=O)c1ccccc1	0.7
O=C(C[C@@H]1C[C@@H]2c3cc(NC(=O)Cc4ccncc4)ccc3O[C@@H]2[C@H](CO)O1)NCCN1CCCCC1	-0.7
CS(=O)(=O)N1CC(=O)N2[C@H](CO)[C@H](c3ccc(C#Cc4cccc(F)c4)cc3)[C@@H]2C1	1.2
O=C(CCN1CCCCC1)N[C@@H]1CC[C@@H](CCn2cc(-c3cccc(F)c3)nn2)O[C@H]1CO	-1.0
O=C(Nc1ccc(F)cc1)N1CC(=O)N2[C@H](C1)[C@@H](c1ccc(-c3ccccc3)cc1)[C@@H]2CO	0.2
O=C(C[C@H]1CC[C@H]2[C@@H](COC[C@H](O)CN2C(=O)Nc2ccc(C(F)(F)F)cc2)O1)NCC1CCCCC1	0.4
COc1ccc(CN(C)C[C@H]2Oc3ccc(NS(=O)(=O)c4cccs4)cc3CC(=O)N([C@@H](C)CO)C[C@@H]2C)cc1	-0.2
Cc1cc(Oc2cccnc2)ccc1NC(=O)CCc1c[nH]c2ccccc12	1.4
COc1ccc(C(=O)Nc2ccc3c(c2)C(=O)N(C)C[C@H](OC)[C@@H](C)CN(C)[C@@H](C)CO3)cc1	0.1
C[C@@H]1CN([C@H](C)CO)C(=O)c2cc(NS(=O)(=O)c3ccc(Cl)cc3)ccc2O[C@@H]1CN(C)S(=O)(=O)c1cccs1	0.8
CCC(=O)N1CC2(C1)[C@H](c1ccc(-c3ccccc3OC)cc1)[C@H](CO)N2C(C)=O	-0.2
CN(C)CC(=O)N1[C@H](C#N)[C@@H](c2ccc(-c3ccccc3F)cc2)[C@H]1CO	0.1
CCc1cnc(N2[C@H](C#N)[C@@H](c3ccc(C4=CCCCC4)cc3)[C@@H]2CO)s1	0.3
CCNC(=O)C[C@H]1CC[C@H]2[C@H](COc3ccc(NC(=O)Nc4c(C)noc4C)cc3C(=O)N2C)O1	0.4
COc1cccc(NC(=O)N(C)C[C@@H]2OCc3ccccc3-c3ccccc3C(=O)N([C@H](C)CO)C[C@@H]2C)c1	0.4
C[C@H](CO)N1C[C@H](C)[C@H](CN(C)Cc2ccccc2)Oc2ncc(C#CCN(C)C)cc2C1=O	-1.1&0.3
C[C@@H]1CN([C@H](C)CO)C(=O)c2cc(NC(=O)CCN3CCOCC3)ccc2O[C@@H]1CN(C)S(=O)(=O)c1ccccc1	-0.2
CC=Cc1ccc2n(c1=O)C[C@@H]1[C@@H](CO)[C@H](C(=O)N3CCc4ccccc4C3)N(C)[C@H]21 (mixture of isomers)	-8.6

Single values from the list:
Reading of CN(C)CC(=O)N1[C@H](C#N)[C@@H](c2ccc(-c3ccccc3F)cc2)[C@H]1CO in TcdB GH inh: 0.1
Reading of CCNC(=O)C[C@H]1CC[C@H]2[C@H](COc3ccc(NC(=O)Nc4c(C)noc4C)cc3C(=O)N2C)O1 in TcdB GH inh: 0.4
Reading of COc1cccc(NC(=O)N(C)C[C@@H]2OCc3ccccc3-c3ccccc3C(=O)N([C@H](C)CO)C[C@@H]2C)c1 in TcdB GH inh: 0.4

Next section.
SMILES	TcdB GH inh
Cc1ccc(-c2ccccc2[C@@H]2[C@H](C#N)N(S(C)(=O)=O)[C@H]2CO)cc1	7.0
Cc1noc(C)c1NC(=O)Nc1cccc2c1O[C@@H](CN(C)C(=O)NC(C)C)[C@@H](C)CN([C@@H](C)CO)C2=O	-0.3
O=C(C[C@H]1CC[C@@H]2[C@H](COC[C@H](O)CN2Cc2cccc(C(F)(F)F)c2)O1)NCc1ccc(Cl)cc1	-0.8
C[C@H](CO)N1C[C@H](C)[C@H](CN(C)C(=O)Nc2ccc3c(c2)OCO3)Oc2ncc(-c3cc4ccccc4o3)cc2C1=O	-6.4

Screening results as filed in PubChem.
